# H9c2 protect: cardioprotection against H2O2-induced cell death, primary screen, uHTS, H9c2 cells, ATPLite luminescence; H9c2 cardiomyocytes, H2O2 injury protection, 2 h; protection from H2O2 cell death, % at 20 µM; 360,000 compounds, 0.63% hits; AID 588492, 2011;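 active means compounds giving at least 50% protection of heart cells from peroxide-induced death in the single-dose screen, raw or plate-pattern-corrected value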;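 further: 0% = DMSO wells with peroxide and 100% = DMSO wells without peroxide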
# PDI inh: inhibitors of human PDI, primary screen, biochemical, turbidity, single point, plate reader; Protein disulfide-isomerase (Homo sapiens), P07237; PDI insulin aggregation turbidity, A650, 90 min; inhibition, % at 10 µM; 350,000 compounds, 0.052% hits; AID 588391, 2011;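 active means mean inhibition across replicates of 30% or more, whatever share of single replicates reach that level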;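 further: absorbance from insulin aggregation driven by PDI reduction with DTT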
# Vif inh: HIV Vif self-association inhibitors, primary screen, imaging, HEK293T, single point; HEK293T cells, Vif self-association by quenched fluorescence, 24 h; inhibition, % at 7.49 µM; 340,000 compounds, 0.35% hits; in the data active means inhibition above about 50%, passing the limit was not always enough; further: some results filed as inactive read as strong as hits
# Glyco luc inh: increase of ERlucT glycosylation luciferase signal, primary screen, N-linked glycosylation inhibitor project, D54 ERlucT cells, luminescence, set 2. D54 ERlucT glycosylation luciferase reporter, 24 h; percent of 100 nM tunicamycin response. reporter increase, % at 12.5 µM. 360,000 compounds, 0.23% hits;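 active means mean luciferase reporter signal, scaled so untreated is 0 and the glycosylation-blocking control 100, at or above a set limit in every replicate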;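 further: luciferase carries N-glycosylation sites so blocking glycosylation raises the light; 0% = median of neutral control wells and 100% = median of 100 nM tunicamycin wells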
# HTR2A ag: mouse Htr2a agonists via beta-arrestin recruitment, primary screen, cell-based, luminescence. 5-hydroxytryptamine receptor 2A (Mus musculus), P35363. CHO-K1 mHTR2A beta-arrestin complementation; percent of 30 µM serotonin response. activation, % at 7.6 µM. 360,000 compounds, 0.66% hits. AID 624169, 2012;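 active means activation above a run cutoff, the mean activation of all tested compounds plus 3 SD, cut at about 14% in these data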;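 further: 0% = plate median of compound wells and 100% = 30 µM serotonin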
# Granule exo inh: LAMP-1 surface exposure blockers, TALL-104 cells – cell-based, flow cytometry, MLPCN library, primary screen | 360,000 compounds, 0.66% hits | TALL-104 LAMP-1 surface exposure; cells stimulated with thapsigargin and PMA | inhibition, % at 10 µM | AID 651702, 2012;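 active means inhibition above about 55%, limit read from the data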
# aDG glyco up: activators of alpha-DG glycosylation, primary screen, uHTS, Pro5-aDG cells, AlphaScreen. 360,000 compounds, 0.22% hits. activation, % at 10 µM. AID 624168, 2012. alpha-DG glycosylation AlphaScreen (IIH6); 0% Pro5, 100% B10-LARGE cell signal;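 active means activation of at least 8% versus controls, or a plate z-score of at least 8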;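 further: Pro5 are CHO cells carrying HIG-tagged alpha-DG that lacks glycosylation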
# ABCB6 inh MLPCN: ABCB6 transporter inhibitors, primary screen, K562-ABCB6 cells, flow cytometry, MLPCN library | ATP-binding cassette sub-family B member 6 (Homo sapiens), Q9NP58 | K562-ABCB6 porphyrin accumulation, 1 h; stronger effect = lower value | fluorescence ratio to DMSO, % at 10 µM | 360,000 compounds, 0.19% hits | AID 602162, 2011;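 active means fluorescence ratio to DMSO below 75%, the collection mean minus 3 SD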;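 further: signal is porphyrin accumulated inside mitochondria; 100% equals median channel fluorescence of DMSO control wells; lower ratio means ABCB6 inhibition with less porphyrin fluorescence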
# Target sequence (Q9NP58 whole entry, looked up): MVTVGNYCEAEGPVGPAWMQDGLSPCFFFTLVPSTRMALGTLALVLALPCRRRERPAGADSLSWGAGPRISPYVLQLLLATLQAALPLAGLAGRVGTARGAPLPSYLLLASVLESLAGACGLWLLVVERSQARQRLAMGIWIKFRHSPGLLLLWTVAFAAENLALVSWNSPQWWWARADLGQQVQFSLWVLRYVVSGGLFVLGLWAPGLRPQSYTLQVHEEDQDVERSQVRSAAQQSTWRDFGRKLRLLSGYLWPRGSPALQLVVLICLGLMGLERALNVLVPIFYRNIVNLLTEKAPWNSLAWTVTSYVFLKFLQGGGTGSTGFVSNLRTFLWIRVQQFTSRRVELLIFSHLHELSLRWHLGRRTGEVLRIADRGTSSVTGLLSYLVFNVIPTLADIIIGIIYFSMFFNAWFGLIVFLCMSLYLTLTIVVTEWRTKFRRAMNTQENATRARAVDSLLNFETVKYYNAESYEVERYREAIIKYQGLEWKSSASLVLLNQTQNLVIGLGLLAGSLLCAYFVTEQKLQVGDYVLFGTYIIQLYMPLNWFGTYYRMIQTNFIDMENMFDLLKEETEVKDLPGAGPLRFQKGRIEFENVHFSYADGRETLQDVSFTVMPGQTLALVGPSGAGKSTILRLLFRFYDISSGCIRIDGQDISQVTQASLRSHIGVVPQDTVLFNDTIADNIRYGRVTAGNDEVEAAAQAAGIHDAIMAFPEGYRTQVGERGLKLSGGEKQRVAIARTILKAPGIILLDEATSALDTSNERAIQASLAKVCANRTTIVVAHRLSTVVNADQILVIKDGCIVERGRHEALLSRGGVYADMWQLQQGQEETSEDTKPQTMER
# hiPSC survival: enhancers of single-cell hiPSC survival, primary screen, ATPlite luminescence; 360,000 compounds, 0.044% hits; survival enhancement, % at 20 µM; AID 602274, 2012; 100% = ROCK inhibitor wells, 0% = DMSO; in the data active means survival enhancement above about 18%;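 further: cells exposed to compounds for 16 hours before the ATP read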
# CaV13 ICDI inh: Primary screen for inhibitors of IQ motif and Ca2+-dependent inactivation inhibitor domain binding in CACNA1D, Förster resonance energy transfer in living cells, … | HEK cells, CFP/YFP FRET ICDI-IQ, plate reader, 10 min; percent FRET-ratio fall versus neutral wells | inhibition, % at 12.3 µM | 340,000 compounds, 0.098% hits | AID 743397;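 active means mean replicate inhibition of at least 30% and at least 1% of replicates passing that level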;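 further: 0% = median of the neutral control wells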
# Numbers without * were called inactive; nt = not tested or not shown.
SMILES,H9c2 protect,PDI inh,Vif inh,Glyco luc inh,HTR2A ag,Granule exo inh,aDG glyco up,ABCB6 inh MLPCN,hiPSC survival,CaV13 ICDI inh
COC(=O)c1ccc(C(=O)OC)c(NC(=O)C2CCCO2)c1 (stereo not given),7.1,-1.2,2.3,1.5,-0.7,0.0,0.0,100.0,0.4,-0.1
Cc1c(C(=O)NN2CCOCC2)cccc1[N+](=O)[O-],-4.9,5.2,-3.1,0.7,-0.6,-3.6,-0.1,102.0,-0.7,-5.3
CN(C(=O)c1ccc(NC(=O)Cc2ccc(NC(=O)C3CCCN(C(=O)CCc4ccccc4)C3)cc2)cc1)C1CCCC1 (stereo not given),-21.0,4.8,nt,-3.1,-3.9,4.4,-0.2,105.0,1.3,-5.1
CN(CC(=O)Nc1ccccc1C(F)(F)F)C(=O)CSc1nnnn1C,1.2,-2.6,-2.1,0.5,2.9,-2.8,0.2,95.0,0.3,-0.8
COC(=O)c1ccc(Oc2nc(Nc3ccccc3)nc(N(C)C)n2)cc1,-5.6,-4.4,4.2,1.2,-6.7,-0.9,0.9,96.0,-2.1,-4.3
Cn1c(Sc2ccc([N+](=O)[O-])cc2C(F)(F)F)nnc1-c1ccccc1,-1.9,-0.2,nt,-0.7,-1.1,-3.6,0.5,94.0,-0.7,nt
CC(=O)c1cccc(NC(=O)CCS(=O)(=O)c2cccc3nsnc23)c1,3.6,-9.2,-6.8,1.1,-0.6,0.3,0.3,101.0,2.0,-3.7
O=C1c2ccccc2C(Nc2ccc3c(c2)OCCO3)N1c1ccc(Cl)cn1 (stereo not given),-5.6,nt,4.8,-3.6,5.7,1.6,-0.2,102.0,-0.1,-4.1
CCn1c(=O)c2c3c(sc2n2c(=S)[nH]nc12)CCC3,5.2,2.9,3.9,1.1,2.5,-0.1,-0.1,91.0,4.4,nt
COc1ccc(CCN2C(=O)CC(N3CCN(C/C=C/c4ccccc4)CC3)C2=O)cc1OC (stereo not given),-1.9,7.4,-7.1,-1.4,-2.8,-0.2,0.0,100.0,0.0,4.9
COC(=O)c1ccc(COc2ccccc2/C=C(\C#N)C(=O)Nc2ccccc2C)cc1,7.4,1.4,3.5,4.8,-0.5,6.6,-0.4,99.0,0.0,-8.3
COc1c(Br)cc(Br)cc1/C=N/n1c(C)nnc1C,3.0,3.4,10.3,13.8,-2.6,0.8,5.3,103.0,-2.2,nt
CC(C)C(NC(=O)C(c1ccccc1)c1ccccc1)c1nc2ccccc2[nH]1 (stereo not given),-28.2,9.9,0.9,-8.9,-2.4,7.1,0.7,102.0,0.2,-5.3
CC(=O)Nc1ccc(C(=O)OCc2ccc(Cl)cc2)cc1,-0.3,2.3,4.8,-3.3,-6.0,-0.6,0.2,103.0,-0.5,-5.4
CN(C(=O)CSc1nnc(Nc2ccccc2F)s1)C1CCS(=O)(=O)C1 (stereo not given),3.8,-2.1,-8.8,0.7,-2.6,-0.8,0.8,95.0,-0.1,-5.2
CC(=O)Nc1cc2c(cc1Br)-c1ccccc1C2,-1.3,-4.6,4.9,-6.0,0.0,19.4,0.0,103.0,-0.7,-5.4
Cc1ccc(CN(Cc2cccnc2)C(=S)Nc2cc(Cl)ccc2C)cc1,-16.0,1.7,5.2,-4.2,-7.2,12.5,1.4,97.0,-0.6,-6.1
CC(=O)Nc1ccc(OCC(=O)NCCc2ccccc2)cc1,4.1,-1.6,-1.2,1.8,-6.8,-0.8,0.2,98.0,0.1,-4.9
CCCCn1c(N)c(N(C)C(=O)C2CC(=O)N(Cc3ccco3)C2)c(=O)[nH]c1=O (stereo not given),4.2,1.6,5.1,1.7,-0.3,-1.4,0.1,101.0,1.6,-9.0
CCN(CC)c1nc2ccccc2n(Cc2cccc(OC)c2)c1=O,4.5,-3.2,6.1,-1.8,-1.6,4.8,0.0,100.0,-0.5,-4.1
Oc1cccc(NC(=S)Nc2ccccc2)c1,-2.0,-12.7,2.5,1.3,17.5*,-6.1,0.0,98.0,-0.8,-4.3
CSc1ccccc1NC(=O)COC(=O)c1c[nH]c(=O)[nH]c1=O,-4.6,6.7,nt,1.2,6.7,-3.7,-0.2,98.0,0.7,-1.6
Cc1cc(C)nc(NNS(=O)(=O)c2c(C)cc(C(C)(C)C)cc2C)n1,-6.8,10.5,-6.9,1.2,3.3,6.6,-0.1,83.0,-0.5,-4.3
Cc1[nH]c2ccc(C(=O)N3CCN(c4ccccn4)CC3)cc2c1C,5.6,-4.4,-7.0,-0.2,-3.0,-6.1,0.0,101.0,-0.4,-18.7
NS(=O)(=O)c1c(Sc2ccccc2C(=O)O)ccc2ccccc12,6.3,-24.9,-5.2,1.8,2.2,0.4,-0.1,93.0,-0.6,-2.9

# Later entries
SMILES,H9c2 protect,PDI inh,Vif inh,Glyco luc inh,HTR2A ag,Granule exo inh,aDG glyco up,ABCB6 inh MLPCN,hiPSC survival,CaV13 ICDI inh
CCOc1cc(/C=C2\N=C3CCCCCN3C2=O)ccc1O,-3.5,5.6,1.6,-0.2,-1.2,0.2,0.6,91.0,-0.5,-8.2
CCCN1CCC(NC(=O)Cc2ccccc2C)CC1,12.5,2.3,-2.4,0.9,-3.2,-4.7,0.0,98.0,0.0,-1.2
O=C(OCC(=O)N1CCOCC1)c1ccc(Br)cc1,5.4,-7.7,-5.1,-1.0,4.4,12.9,-0.2,102.0,0.0,-5.9
O=C(Nc1nc(-c2ccc(Cl)s2)cs1)c1ccncc1,-14.8,0.4,-17.1,2.2,-1.3,-7.6,2.4,90.0,-0.3,-7.4
COc1ccc(-c2nc(C#N)c(NCc3cccnc3)o2)cc1OC,-1.6,1.9,-1.8,9.0,-4.0,-3.5,-0.3,94.0,0.2,-8.4
CCOC(=O)CN1C(=O)C(Sc2n[nH]c(-c3ccc(O)cc3)n2)CCc2ccccc21 (stereo not given),9.0,17.1,-5.4,-1.0,4.8,-2.6,-0.3,95.0,0.5,nt
COc1ccc(N(C)S(=O)(=O)c2ccc3c(c2)CCC(=O)N3)cc1,7.0,2.6,8.9,1.1,0.9,1.4,-0.3,103.0,0.9,-7.8
CCN(CC)CCN(C(=O)c1ccc(N2C(=O)CCC2=O)cc1)c1nc2cc3c(cc2s1)OCCO3,9.7,7.5,-9.1,4.4,-4.9,6.3,0.1,157.0,-0.6,-2.3
CCn1cc(/C=C(\NC(=O)c2ccccc2)C(=O)NCCCN2CCOCC2)c2ccccc21,5.7,4.8,-3.4,2.4,-1.7,12.8,0.1,97.0,1.4,-14.7
CC1CC(C)CN(C(=O)c2cccc(NC(=O)CC3SC(N4CCCCC4)=NC3=O)c2)C1 (stereo not given),-6.3,-7.3,-18.7,0.0,6.4,-15.2,0.1,99.0,2.4,-4.8
O=S(=O)(c1ccc(Br)cc1F)N1CCCCC1CCO (stereo not given),3.1,-3.6,-12.4,-0.4,5.4,-4.3,-0.1,97.0,2.4,-2.5
OCC1(CCc2ccccc2)CCN(C/C=C/c2ccccc2)CC1,7.3,0.2,-3.5,-3.1,-9.8,56.6*,0.4,101.0,-0.4,-6.4
O=C1CCCc2oc3c(cc(NS(=O)(=O)c4ccc5c6c(cccc46)C(=O)N5)c4ccccc43)c21,12.4,7.6,28.0,5.8,-10.4,0.5,0.4,95.0,0.5,-3.0
COc1ccc(OCC(=O)NNC(=S)NC(=O)c2ccc([N+](=O)[O-])cc2)cc1,-4.1,-36.4,7.4,1.0,0.7,8.5,-0.1,93.0,0.1,-3.0
CC(C)NC(=O)C1(C)CCCN1C(=O)c1ccccc1Br (stereo not given),8.7,14.9,11.8,0.6,3.3,-7.9,0.1,95.0,-2.7,-6.6
COc1ccccc1CC1(C)NC(=O)N(CC(=O)Nc2cc(C)on2)C1=O (stereo not given),1.3,-8.6,-0.1,1.9,0.8,-3.9,-0.2,95.0,6.7,-5.1
N/C(=N\OS(=O)(=O)c1ccc2ccccc2c1)c1ccncc1,-11.5,-8.7,-1.4,2.8,0.2,3.2,0.2,95.0,-4.0,-4.9
COc1ccccc1C(=O)COC(=O)C1(C)CC1(Cl)Cl (stereo not given),2.5,2.2,71.0*,-0.8,3.4,0.7,-0.1,96.0,1.4,-10.4
O=S(=O)(NC1CCCCC1N1CCCCC1)c1ccc(Cl)cc1 (stereo not given),1.0,16.8,-1.7,-2.5,1.4,16.2,0.0,97.0,0.0,-4.1
COCC(=O)N(C)[C@H]1C[C@H]2c3cc(Oc4ccccc4C)ccc3CCN2C(=O)[C@H]1[C@H](C)O,4.3,12.0,-10.9,0.3,-1.1,-13.8,0.0,102.0,-1.4,-5.8
CNC(=O)c1ccccc1-c1ccccc1,-2.7,3.9,11.3,-4.4,0.7,-3.8,0.3,97.0,-1.5,-5.8
CC(C(=O)NCCC1=CCCCC1)N1C(=O)c2ccccc2C1=O (stereo not given),1.3,-3.2,-0.9,2.1,2.1,2.1,-0.2,102.0,-1.0,-5.3
O=C(COC(=O)CCCOc1ccccc1)NC1CCS(=O)(=O)C1 (stereo not given),1.4,0.8,33.6,1.5,-5.2,-1.4,0.1,97.0,-0.5,-5.6
COc1cc(C(=S)N2CCOCC2)cc(OC)c1OC(=O)c1ccc(F)cc1,10.4,-2.3,-1.5,0.6,4.4,-0.6,-0.1,100.0,-0.2,-6.7
CC(OC(=O)c1ccc(C(C)(C)C)cc1)C(=O)NC1CCCCC1C (stereo not given),-15.6,-9.1,10.0,3.7,-0.1,0.5,-0.2,101.0,-0.5,-2.6
CSc1ccc(Cn2c(C)c(C(=O)NCc3cccc(C(F)(F)F)c3)sc2=O)cc1,-6.5,-4.9,-0.6,-3.0,-9.2,1.6,-0.1,100.0,1.0,20.7
O=C(COC(=O)c1cccs1)Nc1cc(S(=O)(=O)N2CCOCC2)ccc1Cl,-2.1,-0.6,-0.9,1.1,-3.4,-5.0,-0.2,99.0,0.6,1.4
COc1ccc(S(=O)(=O)N(C(=O)C(C)C)c2ccc3oc(=O)sc3c2)cc1,36.4,-1.3,-2.0,1.9,7.9,-0.7,-0.2,96.0,-2.2,-7.4
